Bioassay records (PubChem BioAssay)
beta cell repl – inducers of beta-cell replication in MIN6 cells; MIN6 cells proliferation, ATPlite luminescence, 48 h; cells starved in 0.2% serum; 100% = growth in 10% serum; proliferation, % at 10 µM; 330,000 compounds, 0.29% hits;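 active means compounds whose signal lies at least 3.5 SD above the mean of all wells on their plate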;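 further: 0% = DMSO-treated cells in low-serum medium and 100% = 10% serum control; some compounds called inactive have numbers as strong as hits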
APJ agonist – activates the human apelin receptor APJ | activation, % at 20 µM | P35414 | 330,000 compounds, 0.11% hits | CHO-K1 APJ PathHunter beta-arrestin, luminescence; 0% DMSO wells, 100% apelin;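 active means activation more than six SD over the plate average, tested at 20 µM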;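 further: 0% = DMSO alone and 100% = apelin-13 at 10 nM; some results filed as inactive read as strong as hits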
Target sequence (P35414 whole entry, looked up): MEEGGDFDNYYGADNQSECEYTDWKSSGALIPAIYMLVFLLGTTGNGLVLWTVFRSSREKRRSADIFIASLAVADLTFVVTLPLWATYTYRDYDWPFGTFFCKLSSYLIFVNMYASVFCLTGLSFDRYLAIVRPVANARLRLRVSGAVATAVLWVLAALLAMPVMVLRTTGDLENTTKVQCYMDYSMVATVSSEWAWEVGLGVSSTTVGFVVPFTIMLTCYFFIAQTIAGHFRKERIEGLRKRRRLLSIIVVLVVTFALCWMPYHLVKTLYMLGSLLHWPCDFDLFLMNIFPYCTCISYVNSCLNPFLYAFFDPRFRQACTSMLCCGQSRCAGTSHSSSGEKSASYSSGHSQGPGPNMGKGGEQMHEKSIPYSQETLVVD
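Assay system: CHO-K1 cells stably expressing ProLink-tagged human APJ and arrestin–beta-gal acceptor. Compound dosing: 20 µM single point, 1% DMSO. Times: 16-18 h seeding, 90 min dark compound exposure, 60 min detection. Detection: beta-gal luminescence. Evaluation: APJ–arrestin association signal. Controls: negative DMSO alone, positive Apelin-13 at 10 nM.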
APJ antag – antagonists of human APJ apelin receptor. CHO-K1 APJ beta-arrestin complementation, luminescence. inhibition, % at 20 µM. 330,000 compounds, 0.32% hits;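 active means inhibition above about 40% at 20 µM, limit read from the data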;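 further: cells challenged with 10 nM apelin-13 agonist together with compound; plate controls were apelin-13 plus DMSO wells for no effect and DMSO wells lacking apelin-13 for full effect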
tim23-1 inh – inhibits growth of tim23-1 mutant yeast | S. cerevisiae tim23-1 growth, BacTiter-Glo luminescence, 24 h | AID 463212 | 330,000 compounds, 1.3% hits | inhibition, % at 20 µM;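 active means growth inhibition of the mutant yeast at or above 50%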;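 further: temperature-sensitive mutant grown at 25 °C; plate controls were DMSO-treated mutant yeast for no effect and medium wells lacking yeast for full effect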
MPTP block – permeability transition pore inhibition | isolated mouse mitochondria, Ca2+ swelling absorbance, 30 min | inhibition, % at 10 µM | 360,000 compounds, 1.4% hits;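 active means inhibition of 50% or more, scaled per plate between neutral and stimulator controls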;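 further: 0% = DMSO wells given calcium and 100% = 1 mM EGTA wells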
TIM10 inh – inhibits growth of TIM10 yeast strain; S. cerevisiae TIM10 strain growth, BacTiter-Glo luminescence, 24 h; 330,000 compounds, 1.4% hits; AID 463195; inhibition, % at 10 µM;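 active means inhibition of 40% or more at the single tested concentration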;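 further: wild-type TIM10 isogenic control strain grown at permissive 25 °C; 0% = DMSO yeast wells and 100% = minimal medium wells without yeast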
tim10-1 inh – inhibits growth of tim10-1 mutant yeast. AID 463190. inhibition, % at 20 µM. S. cerevisiae tim10-1 ts strain growth, BacTiter-Glo, 24 h. 330,000 compounds, 2.2% hits;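 active means inhibition of at least 40%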;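 further: mutant grown at 25 °C; 0% = DMSO wells with yeast and 100% = wells holding no yeast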
GRIN3A LBD mod – modulates the human NR3A ligand-binding domain; 340,000 compounds, 2.5% hits; AID 1259313; Tm shift relative to glycine control, % at 25 µM; NR3A LBD differential scanning fluorimetry, Tm shift; 0% = protein alone, 100% = glycine-bound protein;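 active means melting temperature shift of at least 10% of the positive control shift, at one fixed dose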
NLRP3 yeast inh – blocks the NALP3 inflammasome reconstituted in yeast | Yeast reconstituted NLRP3/ASC/caspase-1, beta-gal luminescence, 24 h | inhibition, % at 10 µM | 330,000 compounds, 0.39% hits | AID 2825;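 active means inhibition of 50% or more; inactive means inhibition below 50%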;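 further: plate controls were induced DMSO wells for no effect and uninduced yeast grown without galactose for full effect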
The depositor's hits bear a star.

SMILES	beta cell repl	APJ agonist	APJ antag	tim23-1 inh	MPTP block	TIM10 inh	tim10-1 inh	GRIN3A LBD mod	NLRP3 yeast inh
Cc1ccccc1Cn1c(CN2CCc3ccccc3C2)nc2c1c(=O)n(C)c(=O)n2C	-1	-5	12	31	0.0	28	25	2	3
CCOC(=O)CNC(=S)N(Cc1ccccc1)Cc1cccs1	0	-1	14	16	-0.6	-1	37	2	0
O=C(NC1CC1)C1C2C3C4CC5C3C5C4C12 (stereo not given)	-1	3	3	3	-0.1	-3	5	2	11
CC1(C)CCc2cc(CN3CCN(c4ccccn4)CC3)ccc2O1	0	-4	-10	14	-0.9	7	-2	4	8
CCOc1ccc(-n2c(=O)c3sccc3n(CC(=O)NCc3ccco3)c2=O)cc1	-1	-3	13	-10	0.1	5	5	1	-10
O=c1ccc2cc(S(=O)(=O)N3CCN(c4ccccc4)CC3)ccc2[nH]1	0	-3	-7	-3	0.9	2	10	-1	14
CC(=O)c1cccc(NC(=O)C2C3C=CC(C3=C(c3ccccc3)c3ccccc3)C2C(=O)O)c1 (stereo not given)	-5	-1	-3	17	-0.3	11	23	-4	10
C/C(=N/NS(=O)(=O)c1ccc(Cl)cc1)c1ccncc1	-4	-2	0	13	0.7	17	25	0	4
COc1ccc(S(=O)(=O)NCc2cccnc2)cc1NC(=O)c1ccc(Cl)cc1	-5	8	16	26	-1.3	8	21	3	16
COc1ccc(CCC(=O)OCC(=O)N(C)c2c(N)n(Cc3ccccc3)c(=O)[nH]c2=O)cc1	0	-1	19	6	-2.2	-4	11	0	15
Cn1c(=O)c(C(=O)CN2CCCCC2)c(N)n(Cc2ccccc2)c1=O	0	-6	3	7	-0.5	-14	7	-1	-4
COc1ccc(NC(=O)CN(C)C(=O)C2=NN(c3ccccc3)C(=O)CC2)cc1	0	-3	16	-6	1.0	3	2	6	8
COc1cc(C(c2c(C)[nH][nH]c2=O)c2c(C)[nH][nH]c2=O)ccc1OS(=O)(=O)c1ccc(C)cc1	-3	-9	-9	16	-0.6	4	18	-6	3
O=C(NCc1cccnc1)c1cccc(NC(=O)c2ccco2)c1	1	0	-8	0	0.8	1	16	-2	2
O=C1CCCN1CCCNc1ccc2nnc(CCC(=O)N3CCN(c4ccccc4)CC3)n2n1	3	3	-2	-10	-0.7	-4	1	2	0
O=C(CSc1ccccc1)Nc1ccc(S(=O)(=O)Nc2ncccn2)cc1	3	-1	-17	2	-1.8	-16	13	-1	-6
CC(=O)Nc1ccc(C(=O)OCC(=O)NCc2ccc3c(c2)OCO3)cc1	-3	-5	6	0	-3.2	-10	-3	0	9
CC1(C)CC(=O)c2sc(NS(=O)(=O)Cc3ccccc3)nc2C1	1	-3	-4	5	-1.8	-7	2	0	5
Cc1cccc(C)c1-n1c(SCC(=O)NCc2ccco2)nc2ccccc2c1=O	0	-3	13	33	-2.4	14	23	1	5
Cc1ccnc(SC2CC(=O)N(c3ccc(Cl)cc3)C2=O)n1 (stereo not given)	-5	0	1	11	1.0	2	31	0	23
O=C(O)c1ccc(N/N=C/c2cccc(C(F)(F)F)c2)cc1	-3	-1	6	11	0.6	-6	-17	-1	1
CC1=CC(=O)CC(C)(C)[C@@]1(O)/C=C/[C@@H](C)O[C@@H]1O[C@H](CO)[C@@H](O)[C@H](O)[C@H]1O	1	-4	3	8	-1.5	-1	2	0	-4
Cc1cc(NC(=O)CS(=O)(=O)Cc2ccccc2)no1	1	-2	10	9	0.1	1	15	-3	5
COc1ccc(CCNC(=O)CCCCCNc2nc(=S)[nH]c3ccccc23)cc1OC	0	0	-27	10	23	-15	15	-2	4
Cc1nc2ccccc2c(C)c1CC(=O)N(C)CC(=O)Nc1cccc(F)c1	2	-1	9	-2	9.5	4	-6	0	14

Additional results follow.
SMILES	beta cell repl	APJ agonist	APJ antag	tim23-1 inh	MPTP block	TIM10 inh	tim10-1 inh	GRIN3A LBD mod	NLRP3 yeast inh
CCN(CC)CCN1C(=O)C(=O)/C(=C(/O)c2ccc(OC(C)C)cc2)C1c1ccncc1 (stereo not given)	0	-1	12	6	1.8	-6	1	2	14
COc1ccc(OCC(=O)N2CCN(S(=O)(=O)c3ccc(Cl)cc3)CC2)cc1	3	-7	9	16	-0.1	19	9	1	8
Cc1ccccc1CSc1ccc(S(=O)(=O)N2CCCC2)cn1	0	-2	16	-4	-1.1	-17	-20	3	36
CC(C)CC(=O)Nc1nnc(CCc2ccccc2)s1	-2	-1	13	4	-1.8	-24	-33	-1	26
CC(C)(C)NC(=O)NC(=O)CN1CCN(Cc2ccccc2)CC1	1	-1	5	7	1.2	-10	-13	-3	18
CCOC(=O)[C@@H]1[C@H]2COc3ccc(Br)cc3[C@H]2N2C(=O)N(c3ccc(OC)cc3)C(=O)[C@]12C	-3	-2	9	12	0.4	14	-10	8	20
CSc1nc2ccc(NC(=O)COc3ccccc3F)cc2s1	2	-2	-2	10	0.4	2	-5	0	33
CCOC(=O)C1CCN(C(=O)Nc2ccc3nc(-c4ccco4)c(-c4ccco4)nc3c2)CC1	2	4	-17	18	-1.8	5	7	-2	21
COc1cccc(N2CCN(c3ccc4nnc(CCC(=O)Nc5ccccn5)n4n3)CC2)c1	4	0	23	-4	-0.4	1	-6	-3	13
FC(F)(F)c1cccc(NC(=S)N2CCN(c3ccccn3)CC2)c1	-4	-2	4	4	8.5	16	22	-1	4
Cc1cc(C)cc(NC(=O)c2nnn(Cc3cc(C)ccc3C)c2N)c1	-6	-2	10	33	1.1	22	24	-7	10
COc1ccc(C(=O)Nc2ccc(N3CCOCC3)cc2)cc1S(=O)(=O)N1CCOCC1	-2	-1	-48	-2	1.0	-1	6	1	16
CCOC(=O)c1cc(CC)sc1NC(=O)CC1Sc2ccc(C(F)(F)F)cc2NC1=O (stereo not given)	-1	-2	-4	-3	2.1	-11	6	-1	9
CC(C(c1cccs1)c1c(N)n(C)c(=O)n(C)c1=O)[N+](=O)[O-] (stereo not given)	-1	3	0	6	1.0	-3	-14	0	12
O=C1CC(c2ccccc2)CC(O)=C1C=NCCN1CCN(Cc2ccccc2)CC1 (stereo not given)	-2	0	-2	6	2.4	9	6	-2	49
Cc1ccc(C)c(S(=O)(=O)N2CCCOC2CNC(=O)C(=O)NCCC2=CCCCC2)c1 (stereo not given)	-1	-3	-12	20	-1.2	13	35	-2	-15
CCOc1ccc(CNS(=O)(=O)c2c(C)nc3sccn3c2=O)cc1OC	-3	-2	15	-5	-3.0	-5	-16	-2	8
COc1ccc(CCNc2ncnc3c2oc2ccccc23)cc1OC	-4	8	-14	15	97*	1	-21	-7	17
COc1ccc(NS(=O)(=O)c2cc(NC(=O)c3ccco3)ccc2N2CCCCC2)cc1	-5	-2	2	15	1.0	4	14	2	-9
COc1cccc(CNC(=O)CNC(=O)N2CC(=O)Nc3ccccc32)c1	-1	0	4	1	1.1	7	-9	0	1
O=C(/C=C/c1cccs1)c1ccc(Br)cc1	-2	-3	1	13	48	17	6	0	18
CC(=O)Nc1ccc(NC(=O)C2CCCCN2S(=O)(=O)c2ccc(C(C)(C)C)cc2)cc1 (stereo not given)	0	2	9	32	1.2	1	20	-1	-10
Cc1cc(C(=O)OCC(=O)NCc2ccc(Cl)cc2Cl)c(C)o1	1	-5	1	9	-0.3	-1	15	2	-1
Cc1cccc(C(=O)N/N=C/c2ccc(OCC(=O)N3CCCCC3)cc2)c1	0	-4	-5	8	0.0	13	21	0	8
CCCn1c(=O)c(C(=O)NCc2ccco2)c(O)c2ccccc21	2	-2	-10	28	3.3	24	-71	4	30

Additional records
SMILES	beta cell repl	APJ agonist	APJ antag	tim23-1 inh	MPTP block	TIM10 inh	tim10-1 inh	GRIN3A LBD mod	NLRP3 yeast inh
CCOc1ccc(NC(=S)NC(=O)c2ccco2)cc1	1	0	9	20	2.4	-22	-10	-7	36
O=C(Nc1ccc(Br)cn1)c1cccc(C(=O)Nc2ccc(Br)cn2)c1	-1	2	12	-2	-0.4	9	-23	-1	12
O=C(CSCc1ccc(Cl)cc1)Nc1ccc2c(c1)OCCO2	-1	-3	7	24	0.4	2	30	-1	9
COc1ccc(-n2c(-c3ccco3)nc3c(cnn3-c3ccc(C)cc3)c2=O)cc1	-4	1	8	16	3.0	15	21	0	12
COc1ccccc1-c1nc(SCC(=O)N2CCC(C(N)=O)CC2)n[nH]1	1	-4	-9	2	-1.3	4	-4	1	0
CC(=O)N1CCN(Cc2nc3cc(NC(=O)C4CCCCC4)ccc3n2C)CC1	-3	0	-18	-1	2.3	6	-4	-4	6
CC1=C(C#N)C(Nc2cccc(C)n2)(C(F)(F)F)C(=O)N1 (stereo not given)	3	0	2	21	6.1	3	7	1	0
CCOC(=O)c1[nH]ncc1CN1CCN(Cc2ccccc2)C(CCO)C1 (stereo not given)	0	-1	-12	11	1.2	-11	-2	-2	1
O=C1C=C(c2cccc3c2sc2ccccc23)C[C@@H](c2ccc(F)cc2)C1	-2	-4	-3	10	0.6	2	2	0	16

Not a retest: 2 of the compounds above.
SMILES	beta cell repl	APJ agonist	APJ antag	tim23-1 inh	MPTP block	TIM10 inh	tim10-1 inh	GRIN3A LBD mod	NLRP3 yeast inh
CCOc1ccc(NC(=S)NC(=O)c2ccco2)cc1	1	0	9	20	2.4	-22	-10	-7	36
O=C(Nc1ccc(Br)cn1)c1cccc(C(=O)Nc2ccc(Br)cn2)c1	-1	2	12	-2	-0.4	9	-23	-1	12

In another format: results already given
O=C(CSCc1ccc(Cl)cc1)Nc1ccc2c(c1)OCCO2
  beta cell repl = -1; APJ agonist = -3; APJ antag = 7; tim23-1 inh = 24; MPTP block = 0.4; TIM10 inh = 2; tim10-1 inh = 30; GRIN3A LBD mod = -1; NLRP3 yeast inh = 9

COc1ccc(S(=O)(=O)NCc2cccnc2)cc1NC(=O)c1ccc(Cl)cc1
  beta cell repl = -5; APJ agonist = 8; APJ antag = 16; tim23-1 inh = 26; MPTP block = -1.3; TIM10 inh = 8; tim10-1 inh = 21; GRIN3A LBD mod = 3; NLRP3 yeast inh = 16

COc1ccc(-n2c(-c3ccco3)nc3c(cnn3-c3ccc(C)cc3)c2=O)cc1
  beta cell repl = -4; APJ agonist = 1; APJ antag = 8; tim23-1 inh = 16; MPTP block = 3.0; TIM10 inh = 15; tim10-1 inh = 21; GRIN3A LBD mod = 0; NLRP3 yeast inh = 12

The order is random. About 7.2% of those tested had a hit in this group.
